PG9 Ab binder: binds the HIV-1 gp120 antibody PG9. inhibition, % at 6.7 µM. 360,000 tested, 0.43% active. AID 624416. TR-FRET gp120-PG9 antibody binding; in the data active = inhibition above about 8.5%
ssDAF12 agonist: activators of S. stercoralis DAF-12 nuclear receptor; HEK293 ssDAF-12/GRIP1 lit1-tk-luc reporter, luminescence; % of 3 µM dafachronic acid response; activation, % at 6.8 µM; 370,000 tested, 1% active;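 active = activation above the mean over all tested compounds plus 3 SD, cut at about 0.9% in these data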;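 note: 0% = DMSO-only wells and 100% = 3 µM delta7-dafachronic acid wells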
sPLA2-III inh: Inhibits HGIII-sPLA2 liposome hydrolysis, primary screen | Q9NZ20 | QFRET BODIPY PC-A2 liposome hydrolysis, fluorescence | inhibition, % at 12.2 µM | 370,000 tested, 0.56% active;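 active = inhibition above mean plus 3 SD of compounds lying within the high and low control bounds, cut at about 19% in these data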;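 note: 0% = median of test compound wells and 100% = no enzyme DMSO wells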
Target sequence (Q9NZ20 whole entry, looked up): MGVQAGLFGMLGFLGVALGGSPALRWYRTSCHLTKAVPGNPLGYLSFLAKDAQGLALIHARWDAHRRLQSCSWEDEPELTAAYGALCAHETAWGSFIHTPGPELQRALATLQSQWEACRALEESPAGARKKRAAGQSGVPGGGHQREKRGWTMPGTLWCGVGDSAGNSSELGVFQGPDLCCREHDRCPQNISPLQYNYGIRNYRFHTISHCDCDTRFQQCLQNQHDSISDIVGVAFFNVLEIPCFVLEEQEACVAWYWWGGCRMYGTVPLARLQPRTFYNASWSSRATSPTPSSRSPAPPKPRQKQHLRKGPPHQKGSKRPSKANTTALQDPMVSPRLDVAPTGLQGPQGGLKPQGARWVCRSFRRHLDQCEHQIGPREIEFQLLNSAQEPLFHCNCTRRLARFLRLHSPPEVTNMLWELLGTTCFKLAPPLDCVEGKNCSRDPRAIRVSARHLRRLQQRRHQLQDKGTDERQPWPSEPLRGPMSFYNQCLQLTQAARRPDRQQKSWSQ
hgDAF-12 ag: hgDAF-12 agonism, primary luciferase screen | 370,000 tested, 1.8% active | activation, % at 6.8 µM | AID 687014 | HEK293 GAL4-hgDAF12 UAS-luciferase reporter, agonist luminescence; normalized to butyrate control;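 active = activation above a cutoff set at the mean of all screened compounds plus 3 SD, cut at about 10% in these data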;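 note: 0% = DMSO wells and 100% = sodium butyrate wells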
SMARCA2 act: activators of SMARCA2 function; activation, % at 9.1 µM; MG213 cells, MMTV-luciferase reporter, dexamethasone, overnight; 370,000 tested, 1% active; in the data active = activation above about 7.8%;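 note: 0% = vehicle wells and 100% = reference activator wells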
DAX1 inh-1: inhibitors of DAX1 repression of SF-1 activated StAR promoter | 370,000 tested, 1.1% active | AID 652010 | inhibition, % at 6.8 µM | HEK293T StAR-luciferase reporter, SF-1/DAX-1 repression relief;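 active = inhibition above the mean over all tested compounds plus 3 SD, cut at about 3.6% in these data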;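 note: 0% = DAX-1 cells with DMSO and 100% = cells lacking DAX-1 with DMSO; higher inhibition means more luminescence from relief of DAX-1 repression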
GAA850 FXN act: increases GAA850 frataxin promoter reporter activity | HEK293 lucGAA850 FXN promoter luciferase reporter, 24 h; percent of 10 µM SAHA response | activation, % at 6 µM | 360,000 tested, 0.56% active | AID 540364;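 active = activation above the average of all compounds screened plus 3 SD, cutoff fixed separately per campaign, cut at about 7.5% in these data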;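 note: 0% = DMSO wells and 100% = 10 µM SAHA wells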
Rev-erbA mod: modulators of human Rev-erb alpha DNA binding; 370,000 tested, 0.79% active; AID 1259318; Rev-erbα–FITC-DNA binding, fluorescence polarization, 90 min; P20393; activity, % at 10 µM;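 active = activity above about 14%, limit read from the data; passing the limit was not always enough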;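 note: 0% = DMSO wells with 35 nM protein and 100% = DMSO wells with 750 nM protein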
hcDAF12 agonist: H. contortus DAF-12 activation, primary screen; 370,000 tested, 1.4% active; HEK293 hcDAF-12 lit1-tk-luc reporter, luminescence; 0% DMSO, 100% Δ7-dafachronic acid; AID 652067; activation, % at 6.8 µM;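 active = activation above the mean of all tested compounds plus 3 SD, cut at about 5.5% in these data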;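 note: 100% = response to 3 µM Δ7-dafachronic acid high control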
DAX1 inh-2: inhibits human nuclear receptor DAX1; AID 504766; inhibition, % at 6.75 µM; 340,000 tested, 0.99% active; P51843; HEK293 Gal4-DAX1 luciferase reporter, luminescence;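 active = inhibition above the mean over all tested compounds plus 3 SD, cut at about 4.2% in these data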;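 note: 0% = DAX1-transfected cells with DMSO and 100% = empty-vector control cells with DMSO; inhibition shows as a rise in luminescence from relieved DAX1 repression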
Target sequence (P51843 207-470 limits assumed): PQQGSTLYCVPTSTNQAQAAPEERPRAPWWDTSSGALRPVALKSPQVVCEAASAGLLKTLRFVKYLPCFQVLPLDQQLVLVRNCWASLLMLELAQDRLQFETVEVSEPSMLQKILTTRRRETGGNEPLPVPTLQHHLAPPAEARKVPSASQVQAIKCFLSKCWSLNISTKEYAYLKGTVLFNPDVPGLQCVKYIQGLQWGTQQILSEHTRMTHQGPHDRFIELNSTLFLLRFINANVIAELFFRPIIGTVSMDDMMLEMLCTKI
PLC-beta3 inh: blocks human PLC-beta3 enzyme activity. Q01970. inhibition, % at 12.2 µM. AID 720704. 370,000 tested, 0.18% active. Purified PLC-beta3, fluorogenic substrate, fluorescence; in the data active = inhibition above about 11%;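 note: 0% = median of compound wells on plate and 100% = full blocker control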
Starred values were filed as active, the others as inactive; i = inactive; x = no result given; & = joins results of further samples.

SMILES	PG9 Ab binder	ssDAF12 agonist	sPLA2-III inh	hgDAF-12 ag	SMARCA2 act	DAX1 inh-1	GAA850 FXN act	Rev-erbA mod	hcDAF12 agonist	DAX1 inh-2	PLC-beta3 inh
COc1cccc(NC(=O)N(Cc2ccco2)C(C)c2cccs2)c1 (stereo not given)	-2.0	-1.4	5	-1.2	-3	0.2	3.3	7	-1.0	-0.4	5
c1cnc(N2CCN(c3nc4ccccc4n4cnnc34)CC2)nc1	-0.7	-1.1	5	-1.5	-3	-1.1	2.6	6	-2.8	-0.8	-3
Cc1cc(C)c(C#N)c(N2CCCC(C(N)=O)C2)n1 (stereo not given)	-0.2	-1.3	5	-0.4	-2	0.2	-0.1	5	-1.6	2.0	-98
COc1ccc(N(C(=O)CNC(=O)c2ccco2)C(C(=O)NC2CCCCC2)c2ccncc2)cc1 (stereo not given)	-0.3	-0.5	2	1.5	-2	0.1	1.8	-1	-0.9	0.6	-7
Cn1c(=NC(=O)c2ccccc2[N+](=O)[O-])sc2cccc(F)c21	0.4	-0.8	7	13*	4	2.5	6.5	1	0.1	2.7	-3
NS(=O)(=O)c1ccc(CCNC(=O)COC(=O)Cc2ccc(Cl)cc2)cc1	-2.7	-1.6	-1	4.2	0	-0.6	1.6	-5	0.4	1.5	-37
O=C(CNS(=O)(=O)c1ccc(Br)s1)N1CCN(c2ncccn2)CC1	-3.1	-1.1	-7	-0.3	0	-0.5	0.1	-4	-0.7	-0.8	-5
O=C(Oc1cccc(C(=S)N2CCOCC2)c1)c1cc([N+](=O)[O-])cc([N+](=O)[O-])c1	-4.0	-1.7	3	-1.3	1	0.1	1.3	9	-2.2	-0.9	3
Cc1cn([C@H]2C[C@H](O)[C@@H](/C=C/C(=O)NCc3ccc4c(c3)OCO4)O2)c(=O)[nH]c1=O	-0.3	0.0	4	0.3	-1	0.3	x	1	0.6	x	3
CCCc1c(-c2cccc(Br)c2)ncn1CCc1ccccc1OC	0.2	-1.7	-9	-1.1	-4	-1.1	x	-3	-3.2	x	5
O=C(c1cnn2c(C(F)F)cc(-c3ccccc3)nc12)N1CCN2CCCC2C1 (stereo not given)	-2.0	-1.0	9	-0.8	1	0.5	0.6	-7	-1.2	-0.3	-186
CC(=O)N1CCOc2ccc(S(=O)(=O)NCC3CCC(C(=O)Nc4ccc(C)cn4)CC3)cc21 (stereo not given)	-3.4	-1.8	-2	-3.3	0	-1.3	-3.3	-1	-3.3	-1.6	-2
O=C(CCN1CCCC1Cc1ccccc1)c1ccc2c(c1)OCCO2 (stereo not given)	1.6	-1.4	1	-4.5	4	-0.1	-6.3	-4	-3.1	-0.7	0
Cc1ccccc1N(C(=O)c1snc(C(N)=O)c1N)C(C(=O)NC1CCCC1)c1ccco1 (stereo not given)	-2.1	0.2	-3	0.2	-2	-0.4	-0.4	-5	-3.0	-1.2	-256
COc1ccc(-c2nnsc2N2C(=O)c3ccccc3C2=O)cc1	-0.9	-1.1	8	0.0	-1	0.1	0.8	-2	-1.7	x	-11
CCOC(=O)c1c(-c2ccc(C)o2)csc1NC(=O)CN1CCC(C(N)=O)CC1	-0.1	-0.2	-12	-0.9	-1	-0.7	5.1	0	-2.4	-1.0	-11
CCCCN(C)CCNC(=O)c1cc(-c2cccnc2)nc2ccc(S(=O)(=O)N3CCC(C)CC3)cc12	0.4	-1.4	-7	0.4	-2	0.0	-0.5	-1	-1.1	-0.1	-7
CCN(CC)c1ccc(-c2nc3cnccn3c2NC2CCCC2)cc1	-0.9	-1.0	21*	1.5	-3	0.4	2.3	6	-0.4	-1.1	i
COC(=O)COc1ccc(C(c2c(C)[nH][nH]c2=O)c2c(C)[nH][nH]c2=O)cc1	0.6	-1.2	-4	-2.3	-2	0.1	-0.5	3	-0.4	-1.3	-9
CC1=C(C(=O)Nc2ccccc2)C(c2ccc(C)cc2)N=C(Nc2nc3ccccc3o2)N1 (stereo not given)	1.5	-1.2	-7	-0.1	1	-0.9	-0.6	4	-0.9	0.9	-7
COc1ccc(OC)c(NC(=O)c2cccc(NC(=O)c3ccco3)c2)c1	-1.6	-1.0	6	-1.1	-4	-3.3	-0.2	2	-1.4	-0.8	-3
CCC(=Cc1ccc(CC)cn1)CC	-0.5	-0.8	-6	0.3	-2	0.1	0.4	-1	0.6	-0.2	-6
O=C(c1ccc([N+](=O)[O-])cc1)N(Cc1cccs1)C1CCS(=O)(=O)C1 (stereo not given)	-0.7	-1.4	8	-0.8	-3	0.0	2.2	-5	0.1	-0.2	-9
COC(=O)c1ccccc1NC(=O)c1ccc2c(c1)OCCCO2	-1.2	-1.2	-2	4.0	2	0.5	0.0	7	0.5	0.8	-14
CC(C)c1ccc(NC(=O)/C(C#N)=C/c2ccncc2)cc1	1.4	-0.1	-30	-1.2	0	0.1	3.2	-2	2.7	-0.6	-8
CCOC(=O)c1c(C)nc2sc3c(c2c1-c1ccc(OC)cc1)NC(c1ccccc1)NC3=O (stereo not given)	1.4	-0.8	5	-2.7	0	-0.2	2.1	18	-0.5	-1.4	-117
CSCCC(NC(=O)C1CCCCC1)c1nc2ccccc2[nH]1 (stereo not given)	-0.5	-0.6	-5	0.3	-2	0.3	-0.1	1	0.3	x	-4
Cc1ccc(S(=O)(=O)NCCc2ccncc2)cc1C	-2.5	-0.5	-7	-0.5	-1	0.3	0.5	-1	0.2	1.8	0
CCCCC(=O)Nc1cccc(NC(=O)C(C)C)c1	0.9	-1.1	5	-1.7	-1	-0.1	-1.4	-1	-1.4	-0.1	0
CCc1ccc(NC(=O)c2cnn(-c3ccccc3)c2C)cc1	-2.9	1.1*	2	15*	5	6.1*	1.5	-2	4.9	-0.9	4
Cc1ccc(CNC(=O)CCNS(=O)(=O)c2cccs2)cc1	-1.3	0.0	14	-0.4	0	0.4	-2.0	-5	-1.3	2.1	0
CCOc1ccc(-c2c(C(=O)N/N=C/c3ccc(OC)cc3)nnn2-c2nonc2N)cc1	-0.9	-0.4	-4	0.8	-3	-0.3	-0.8	-1	-0.8	-0.4	1
CCOC(=O)c1c(NCc2ccc3c(c2)OCO3)c2ccccc2[nH]c1=O	-0.3	0.0	-3	1.7	1	0.1	0.5	-1	1.3	1.2	-3
O=C1NC[C@H](Cc2ccc(O)cc2)N(C[C@@H]2CCCN2C[C@H](Cc2ccccc2)N2C[C@H](Cc3ccccc3)N(CC3CCCCCC3)C(=O)C2=O)C1=O	1.5	-0.6	-5	2.7	-3	-0.3	x	-6	-1.1	x	4
CCc1cccc(Nc2c3c(nc4ncnn24)CCC3)c1	-1.1	-1.7	-8	-4.3	-2	-0.6	3.5	-1	-0.8	0.1	-14
Cc1cccc(C)c1NC(=O)C(c1ccncc1)N1CCN(C)CC1 (stereo not given)	1.9	-1.1	6	-3.2	-1	-0.4	x	3	-0.9	x	1
Cc1ccc2c(CC(=O)NNC(=O)c3ccncc3)coc2c1	-0.6	-1.1	1	0.9	5	0.8	4.0	-7	-1.2	1.2	-7
O=C(CNS(=O)(=O)c1ccccc1)OCC(=O)c1ccccc1Cl	0.7	-1.2	-1	-1.9	-1	0.3	0.8	4	-1.6	0.5	-2
Cc1c(NC(=O)c2csc3c2CCCC3)c(=O)n(-c2ccccc2)n1C	-1.9	-1.0	0	-0.2	2	0.1	0.7	6	0.0	-0.1	-2
CCn1c(SCC(=O)Nc2ccc3c(c2)OCCO3)nnc1-c1ccccn1	2.0	-0.6	0	-1.1	-3	-1.1	-2.6	3	-2.1	0.6	-3
COc1cccc(C(=O)/C=C/Nc2ccc(S(=O)(=O)Nc3cnc4ccccc4n3)cc2)c1	-1.4	-1.1	-23	4.9	3	1.4	3.1	4	1.2	0.9	-18
Cc1cccn2c(=O)nc(SCC(=O)N3CCCCCC3)nc12	-1.7	-1.2	-4	-0.9	-1	1.0	-0.4	0	1.5	1.5	-6
CCc1cc(=O)oc2c3c(cc(OCC(=O)NCCC(=O)O)c12)OC(C)(C)CC3	1.8	-1.3	8	-1.6	-3	0.0	2.2	-2	-0.9	-0.5	i
O=C(CCC1CCN(Cc2ccc(C#CCCO)cc2)CC1)NC1CC1	-0.7	-1.3	3	2.2	-1	0.0	1.3	-2	0.2	3.1	-3
Cc1c(NS(=O)(=O)c2cc(C(=O)N(C)Cc3ccccc3)ccc2Cl)c(=O)n(-c2ccccc2)n1C	-0.6	-1.2	-21	-3.6	-6	0.4	1.0	-3	-1.1	-0.7	0
CCCc1ccc(OCC(O)CN2CCc3ccccc3C2)cc1 (stereo not given)	-0.7	-1.8	-8	-0.8	-1	0.1	3.5	3	-2.3	1.1	-6
Cc1oc(-c2ccccc2F)nc1CS(=O)(=O)CC(=O)N1CCCCCC1	0.1	-1.4	-4	-2.6	1	-1.2	1.0	1	0.1	-0.8	-1
COc1ccccc1CNC(=O)C1CCC(CNc2c(N3CCCCC3)c(=O)c2=O)CC1 (stereo not given)	-1.9	-1.7	5	-1.3	4	-0.6	1.8	2	-1.2	1.7	6
CC(NCCc1ccc(O)cc1)C(O)c1ccc(O)cc1 (stereo not given)	0.9	-0.9	6	0.2	-3	1.7	-1.1	-2&-9	-3.3	-0.1	3
COc1cccc(NC(=O)COc2ccc(Br)c(C)c2)c1	-3.3	-0.2	-9	3.5	9.9*	0.8	0.8	-6	-0.8	2.5	-9
Next part:
SMILES	PG9 Ab binder	ssDAF12 agonist	sPLA2-III inh	hgDAF-12 ag	SMARCA2 act	DAX1 inh-1	GAA850 FXN act	Rev-erbA mod	hcDAF12 agonist	DAX1 inh-2	PLC-beta3 inh
COc1ccc(N2CCN(CCCNC(=O)CN3C(=O)COc4ccccc43)CC2)cc1	-1.4	-1.6	3	-1.0	2	0.2	-1.5	-2	-1.3	-0.3	-3
O=S(=O)(NCC1(N2CCOCC2)CCCCC1)c1ccc(F)c(F)c1F	0.0	-1.1	0	0.1	-1	-0.8	0.5	-2	-1.5	-0.4	-9
CCCCNC(=O)C1(C)CCN1C(=O)c1c(F)ccc(C)c1F (stereo not given)	-1.9	-0.4	13	-0.4	1	-0.5	1.3	-4	-0.2	x	-2
CCOC(=O)N1CCN(c2nc3ccc(C)cc3n3cnnc23)CC1	0.0	-0.7	11	-1.4	-1	-0.1	0.9	4	-1.6	0.8	-5
O=C(NCC(=O)N(c1ccccc1F)C(C(=O)NC1CCCC1)c1ccncc1)c1ccco1 (stereo not given)	-0.6	-1.6	4	-0.5	-2	-0.1	1.4	0	-2.9	-1.7	-7

Four entries drawn at random from those above:
SMILES	PG9 Ab binder	ssDAF12 agonist	sPLA2-III inh	hgDAF-12 ag	SMARCA2 act	DAX1 inh-1	GAA850 FXN act	Rev-erbA mod	hcDAF12 agonist	DAX1 inh-2	PLC-beta3 inh
CCOC(=O)N1CCN(c2nc3ccc(C)cc3n3cnnc23)CC1	0.0	-0.7	11	-1.4	-1	-0.1	0.9	4	-1.6	0.8	-5
COc1ccc(N2CCN(CCCNC(=O)CN3C(=O)COc4ccccc43)CC2)cc1	-1.4	-1.6	3	-1.0	2	0.2	-1.5	-2	-1.3	-0.3	-3
O=S(=O)(NCC1(N2CCOCC2)CCCCC1)c1ccc(F)c(F)c1F	0.0	-1.1	0	0.1	-1	-0.8	0.5	-2	-1.5	-0.4	-9
CCCCNC(=O)C1(C)CCN1C(=O)c1c(F)ccc(C)c1F (stereo not given)	-1.9	-0.4	13	-0.4	1	-0.5	1.3	-4	-0.2	x	-2

Assay outcomes as filed in PubChem.
